# M1 ag = agonists of human M1 muscarinic receptor | P11229 | CHO-K1 hM1, Fluo-8 calcium fluorescence, agonist mode; 0% DMSO, 100% acetylcholine EC100 | activation, % at 3 µM | hit rate 0.33% among 360,000;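 active means activation above the run's mean compound activation plus 3 SD, cut at about 16% in these data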;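 further: peak over basal fluorescence ratio within a 140 s kinetic read after compound addition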
# Target sequence (P11229 whole entry, looked up): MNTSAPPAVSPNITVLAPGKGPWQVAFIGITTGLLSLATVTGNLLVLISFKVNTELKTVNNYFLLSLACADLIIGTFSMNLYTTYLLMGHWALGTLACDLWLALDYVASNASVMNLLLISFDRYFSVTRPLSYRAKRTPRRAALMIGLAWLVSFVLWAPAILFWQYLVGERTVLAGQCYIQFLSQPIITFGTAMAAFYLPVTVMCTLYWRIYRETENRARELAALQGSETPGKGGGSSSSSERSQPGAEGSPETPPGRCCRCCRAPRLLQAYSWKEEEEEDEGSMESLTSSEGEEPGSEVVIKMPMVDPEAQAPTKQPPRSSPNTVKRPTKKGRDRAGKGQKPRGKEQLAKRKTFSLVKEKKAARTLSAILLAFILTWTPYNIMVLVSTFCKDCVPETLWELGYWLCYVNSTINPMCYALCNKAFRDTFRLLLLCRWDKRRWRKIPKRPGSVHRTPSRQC
# M1 antag = blocks human M1 muscarinic receptor | P11229 | CHO-K1 hM1, Fluo-8 calcium fluorescence, ACh EC80 antagonist | inhibition, % at 3 µM | hit rate 1.3% among 360,000;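 active means percent inhibition above its own plate's cutoff, namely the mean of that plate's compound wells plus 3 SD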;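 further: peak over basal fluorescence ratio during 140 s after agonist addition; 0% = ACh EC80 plus DMSO and 100% = DMSO alone without agonist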
# TAAR1 antag = human TAAR1 antagonism; CHO RD-HGA16 TAAR1, Fluo-8 calcium fluorescence, antagonist; inhibition, % at 3 µM; hit rate 1.5% among 360,000; AID 624466;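 active means inhibition above a per-plate cutoff, the mean inhibition of test compounds on that plate plus 3 SD, cut at about 49% in these data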;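 further: 0% = DMSO plus EC80 beta-PEA response and 100% = DMSO alone without agonist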
# Target sequence (Q96RJ0 whole entry, looked up): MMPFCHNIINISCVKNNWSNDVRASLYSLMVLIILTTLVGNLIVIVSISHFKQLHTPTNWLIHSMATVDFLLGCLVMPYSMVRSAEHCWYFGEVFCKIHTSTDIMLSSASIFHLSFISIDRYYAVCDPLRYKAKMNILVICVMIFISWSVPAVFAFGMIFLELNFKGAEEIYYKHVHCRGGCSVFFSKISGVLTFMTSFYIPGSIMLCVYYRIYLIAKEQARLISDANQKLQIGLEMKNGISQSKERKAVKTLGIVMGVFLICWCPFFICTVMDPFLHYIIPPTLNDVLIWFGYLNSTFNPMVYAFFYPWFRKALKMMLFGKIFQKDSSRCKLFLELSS
#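 test system = CHO RD-HGA16 cells bearing hTAAR1 | replication = singlicate | controls = DMSO-only wells and EC80 β-PEA-stimulated wells | reagent = EC80 β-phenethylamine stimulus | read-out basis = percent inhibition of PEA-evoked calcium signal, max/basal emission ratio | schedule = seeding 17-24 h prior, 75-min 37 °C, 30-min RT dye loading | signal = kinetic Fluo-8 calcium fluorescence measurement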
# CHO-K1 Ca ag = counter-screen for M1 agonists: effect in parental CHO-K1 cells; Fluo-8 calcium fluorescence; scaled to maximal ATP response, vehicle zero; activation, % at 3 µM; hit rate 0.48% among 360,000; in the data active means activation above about 15%;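 further: untransfected CHO-K1 host cells lacking M1 receptor as counterscreen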
# CHRM1 PAM = positive allosteric modulators of human M1 muscarinic receptor. CHO-K1 hM1, Fluo-8 calcium fluorescence, ACh EC20; 0% = ACh EC20, 100% = maximal ACh. hit rate 0.088% among 360,000. activation, % at 3 µM; in the data active means activation above about 19%, passing the limit was not always enough
# CHO-K1 Ca antag = counter-screen for M1 antagonists: effect in parental CHO-K1 cells. hit rate 0.6% among 360,000. AID 602250. ATP-induced calcium, Fluo-8 fluorescence. inhibition, % at 3 µM;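 active means inhibition above a per-plate cutoff, the plate's mean sample inhibition plus 3 SD, cut at about 24% in these data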;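 further: 0% = DMSO plus EC80 ATP and 100% = DMSO alone without ATP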
# M1 PAM parental = nonselective activator or artifact in parental CHO-K1 calcium assay. ATP EC20, Fluo-8 calcium fluorescence; 0% at ATP EC20, 100% at ATP max. activation, % at 3 µM. hit rate 0.02% among 360,000. AID 602247;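 active means activation above the run cutoff, the mean activation of all test compounds plus 3 SD, cut at about 40% in these data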;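 further: peak over basal fluorescence ratio in a 140 s read after ATP addition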
# CHO parental Ca = signal in parental CHO cells, OX1R antagonist counter-screen. parental CHO-K1, ATP-induced calcium, Fluo-8 fluorescence. inhibition, % at 5.6 µM. hit rate 0.63% among 330,000. AID 463079;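 active means inhibition above that plate's mean sample inhibition plus 3 SD, cut at about 26% in these data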;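 further: 0% = ATP-challenged DMSO wells and 100% = DMSO wells without ATP; some compounds past the cut are filed as inactive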
#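 Assay system – parental CHO cells · Reagent – ATP stimulus · Detection – intracellular calcium via Fluo-8 no-wash fluorescent dye · Evaluation – percent inhibition of ATP-evoked calcium rise, normalized to controls · Controls – ATP wells versus no-ATP DMSO wells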
# TAAR1 ag = agonists of human TAAR1; hit rate 0.99% among 360,000; CHO RD-HGA16 TAAR1, Fluo-8 calcium fluorescence; vehicle wells 0%, saturating PEA agonist 100%; activation, % at 3 µM;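 active means activation above the mean activation of all test compounds in the run plus 3 SD, cut at about 38% in these data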
#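 Signal – calcium-sensitive Fluo-8 signal, excitation 470-495, emission 515-575 nm · System – RD-HGA16 (CHO) cells co-expressing Gα16 and hTAAR1 · Incubation – 17-24 h seeding, 75 min 37 °C dye, 30 min RT · Compound dosing – 3 µM single concentration · Repeats – no replicates (n 1)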
# Starred values were filed as active, the others as inactive; . = no result given.
SMILES,M1 ag,M1 antag,TAAR1 antag,CHO-K1 Ca ag,CHRM1 PAM,CHO-K1 Ca antag,M1 PAM parental,CHO parental Ca,TAAR1 ag
Cc1nc2ccc(NS(=O)(=O)c3ccc(F)c(F)c3F)cc2s1,4,15,15,15,-17,-12,-12,-5,6
C[C@H](CO)N1C[C@H](C)[C@@H](CN(C)C)Oc2c(NS(=O)(=O)c3ccc(F)cc3)cccc2C1=O,-2,-6,6,1.6,5,-15,27,-2,0
CCOC1=C2[C@H](c3ccccc3)N(S(=O)(=O)c3ccccc3)C[C@H]2n2c(=O)n(-c3ccccc3)c(=O)n2C1,-3,-8,-12,0.5,9,12,7,.,2
CCOC(=O)N1CCN(C(=O)/C=C/c2c(C)nn(-c3ccc(F)cc3)c2Cl)CC1,0,2,-27,0.4,5,-10,19,.,0
CCNc1cc2c(cc1O)CCC1C2CCC2(C)C(O)CCC12 (stereo not given),2,-10,28,1.1,5,-9,10,.,4
COc1ccccc1N1CCN(C(=O)c2ccc(Cl)c(S(=O)(=O)N3CCOCC3)c2)CC1,-3,-20,-21,3.9,14,-10,9,-11,18
CC(=O)c1sc(Nc2ccccn2)nc1C,-10,-3,-7,-0.2,-2,-16,16,-4,17
Cc1ccc2nc(SCC(=O)NCc3ccccc3)nc(=O)n2c1,-3,21,-19,0.7,-9,5,2,-28,0
O=C(O)c1ccc(COc2ccccc2/C=C2/NC(=O)N(c3cccc(Cl)c3)C2=O)cc1,-1,4,22,-0.3,0,-1,-8,10,9
CCCCn1c(N)c(N(CCOC)C(=O)c2cc(=O)[nH]c3ccccc23)c(=O)[nH]c1=O,-5,-8,-3,0.5,2,-14,0,3,1
O=S1(=O)N=C(N(CCO)/N=C/C=C/c2ccccc2)c2ccccc21,-4,-3,29,3.3,0,-2,12,-11,10
C=C(C)CNC(=S)NNC(=O)c1ccco1,-3,-12,7,0.4,9,-15,6,-12,10
O=C1CCc2cc(S(=O)(=O)N3CCCC3C(=O)NC3CCCCCCC3)ccc2N1 (stereo not given),-2,8,-23,1.9,-9,10,2,-1,2
O=C(CN(Cc1cccs1)C(=O)CCC(=O)Nc1ccccn1)NCc1ccccc1,-6,-9,12,2.5,5,-11,8,-15,13
CCOc1ccc(/C=N/NC(=O)Cc2csc(Nc3cccc(C(F)(F)F)c3)n2)cc1,-3,-6,-7,0.7,9,-10,18,-28,-4
CC(C)(C)OC(=O)C1C(=O)CC(C)(O)C(C(=O)OC(C)(C)C)C1c1cccnc1 (stereo not given),-3,-2,-20,-0.1,2,-10,-8,-18,8
CC1C(=O)N2CCCc3cc(S(=O)(=O)NCc4ccc(F)cc4)cc1c32 (stereo not given),-2,-6,2,1.5,5,-8,8,-19,0
Cc1ccc(/C=N/Nc2ccc(C(=O)O)cc2)s1,0,-2,-27,0.0,7,7,-10,10,4
COc1ccc(C(NC(=O)C2CCN(CCCOc3ccccc3)CC2)c2cccs2)cc1 (stereo not given),-3,-4,-25,2.9,0,-17,16,.,10
Cc1cccc(Nc2c([N+](=O)[O-])c(=O)oc3ccccc23)c1,-2,-7,-8,2.2,4,-6,7,-19,0
CCc1cccc2c(C(=O)CSc3nnc(-c4ccoc4C)n3C)c[nH]c12,-8,-10,22,1.1,5,-10,-11,-22,3
COC(=O)c1cc(=O)n(-c2ccc(F)cc2)c(=Nc2ccc(F)cc2)s1,-6,-20,-15,-0.2,14,-5,15,-7,1
O=C1CNc2cc(Cl)ccc2N1,-1,-3,-16,1.6,-2,-1,-3,.,3
CCOc1ccc(-n2ccnc(SCC(=O)NCc3cccc(OC)c3)c2=O)cc1,-3,-14,-10,0.2,16,0,14,-13,-4
COc1cc(NC(=O)CSc2ncccc2C(=O)OC(C)C)cc(OC)c1,0,-6,7,6.9,0,-13,22,0,30

# Quoted from the listing.
# `CCNc1cc2c(cc1O)CCC1C2CCC2(C)C(O)CCC12` (stereo not given) in M1 antag = -10
# `O=C(O)c1ccc(COc2ccccc2/C=C2/NC(=O)N(c3cccc(Cl)c3)C2=O)cc1` in M1 antag = 4

# (listing goes on)
SMILES,M1 ag,M1 antag,TAAR1 antag,CHO-K1 Ca ag,CHRM1 PAM,CHO-K1 Ca antag,M1 PAM parental,CHO parental Ca,TAAR1 ag
COCCCN(CC(=O)O)S(=O)(=O)c1cccc(Cl)c1,-4,-8,4,5.3,11,-10,24,6,12
COc1ccc(C(=O)N2CCOC2CNC(=O)C(=O)NCc2ccccn2)cc1 (stereo not given),-3,-10,-1,0.4,9,-8,16,.,4
O=C(NC1CCN(C(=S)NCc2ccco2)CC1)C1CCCCC1,-10,5,-15,0.4,-3,15,-6,-2,5
CN(C(=O)COC(=O)C12CC3CC(CC(Cl)(C3)C1)C2)c1ccccc1,-2,-13,6,1.5,4,-15,17,-15,11
O=C(c1cccc(F)c1)N1CCC(N2CCOCC2)CC1,0,-1,2,0.5,1,-5,14,4,2
c1ccc(C2=NN(c3ccccc3)CC2)cc1,-4,-14,-27,0.0,9,-19,32,-10,-4
O=S(=O)(c1ccc(NC(=S)NN=C2CCCCC2)cc1)N1CCOCC1,-3,3,-20,0.1,1,4,6,-9,0
CC(C)Cn1cnc2c(SCc3ccccc3)nc(N)nc21,-1,-8,-6,0.0,6,-6,4,.,2
CCCC(=O)N1CCC1(C)C(=O)Nc1ccc(C)cc1 (stereo not given),-1,-11,-28,-0.2,9,-13,15,.,2
COc1ccccc1Nc1ncnc2nc[nH]c12,0,2,-6,0.2,0,-3,6,-8,1
COc1ccc(C(=O)NCCCNC(=O)c2cc3ccccc3[nH]2)cc1OC,-6,7,-10,2.4,-3,-2,-1,-22,3
Cc1cc(C)n(-c2nc3ccccc3c(=O)n2OCC(=O)N(C)C)n1,-5,-23,11,0.0,-1,-4,13,-7,-1
CCOC(=O)c1sc(NC(=O)CSc2ncn[nH]2)c(C#N)c1C,0,7,9,18*,4,3,22,-7,2
C/C(=N\NC(=S)NC(C)C)c1ccc(C(C)(C)C)cc1,-3,-13,-17,1.1,11,-9,17,-28,1
CSCCC(NC(=O)c1ccccc1Cl)C(=O)N1CCN(C(c2ccccc2)c2ccccc2)CC1 (stereo not given),-6,-9,-18,0.1,-1,-11,16,-23,6
O=C(Nc1ccc2ccccc2c1)c1ccccc1Cl,-5,-4,-6,1.3,-2,-7,-5,.,-2
COc1ccc(CCNC(=O)COc2ccc(S(=O)(=O)N3CCOCC3)cc2C)cc1,-2,2,-7,2.9,-3,-7,-7,3,3
CCCc1nnc(NC(=O)CCCN2C(=O)c3ccccc3C2=O)s1,-4,2,-1,0.1,5,-10,15,-11,-1
CCOC(=O)c1nn(-c2ccccc2C)c(=O)cc1OCC(=O)Nc1cccc(OC)c1,-1,-22,3,-0.1,15,-5,15,-5,5
Cc1ccc(Cn2ncn3c(cc4ccccc43)c2=O)cc1,-4,-3,-8,0.9,6,-8,24,-11,1
Cc1cc(C)n2c(=S)[nH]nc2n1,-4,-7,-6,0.3,5,-14,14,-9,2
O=C(NN(CC(O)COc1ccccc1)CC(O)COc1ccccc1)c1ccccc1 (stereo not given),-2,-9,-14,2.0,8,-6,-2,-5,3
O=C(NO)C1CC2C=CC1C2 (stereo not given),-2,-5,-21,0.1,3,-21,16,-2,4
CCOC(=O)[C@]12CCCC=C1N(Cc1cccc3ccccc13)C(=O)[C@H](CC(=O)N1CCC(c3ccccc3)CC1)C2,.,.,-10,0.7,.,0,-8,.,0
CCOc1ccc(NS(=O)(=O)c2ccc(C(=O)N3CCN(C(C)=O)CC3)cc2)cc1,-3,6,-7,0.0,0,11,-19,-8,2
COc1ccc(CSc2nnc(C)n2N)cc1[N+](=O)[O-],-5,-15,-15,0.7,8,-12,11,5,3
COc1ccc(CC(=O)Nc2ccc(C(=O)NC(C)(C)C)cc2)cc1,-2,-7,4,1.6,2,-5,5,9,7
CC(=O)NC(Cc1ccccc1)C(=O)OCC(=O)c1ccc(Cl)cc1 (stereo not given),-10,-10,-14,-0.3,9,10,0,-19,1
CC(C)c1ccc(C2=C(O)c3ccccc3C(=O)C2=O)cc1,-5,-8,-9,-0.2,21,-2,16,-4,0
COC(=O)[C@H]1[C@H](C(=O)OC)[C@@H](C(=O)OC)N(c2ccc(OC)cc2)[C@@H]1C(=O)OC,-2,8,4,-0.1,-7,9,-2,-7,2

# Among those listed so far, 12 have an aryl methoxy group:
SMILES,M1 ag,M1 antag,TAAR1 antag,CHO-K1 Ca ag,CHRM1 PAM,CHO-K1 Ca antag,M1 PAM parental,CHO parental Ca,TAAR1 ag
COc1ccccc1N1CCN(C(=O)c2ccc(Cl)c(S(=O)(=O)N3CCOCC3)c2)CC1,-3,-20,-21,3.9,14,-10,9,-11,18
COc1ccc(C(NC(=O)C2CCN(CCCOc3ccccc3)CC2)c2cccs2)cc1 (stereo not given),-3,-4,-25,2.9,0,-17,16,.,10
CCOc1ccc(-n2ccnc(SCC(=O)NCc3cccc(OC)c3)c2=O)cc1,-3,-14,-10,0.2,16,0,14,-13,-4
COc1cc(NC(=O)CSc2ncccc2C(=O)OC(C)C)cc(OC)c1,0,-6,7,6.9,0,-13,22,0,30
COc1ccc(C(=O)N2CCOC2CNC(=O)C(=O)NCc2ccccn2)cc1 (stereo not given),-3,-10,-1,0.4,9,-8,16,.,4
COc1ccccc1Nc1ncnc2nc[nH]c12,0,2,-6,0.2,0,-3,6,-8,1
COc1ccc(C(=O)NCCCNC(=O)c2cc3ccccc3[nH]2)cc1OC,-6,7,-10,2.4,-3,-2,-1,-22,3
COc1ccc(CCNC(=O)COc2ccc(S(=O)(=O)N3CCOCC3)cc2C)cc1,-2,2,-7,2.9,-3,-7,-7,3,3
CCOC(=O)c1nn(-c2ccccc2C)c(=O)cc1OCC(=O)Nc1cccc(OC)c1,-1,-22,3,-0.1,15,-5,15,-5,5
COc1ccc(CSc2nnc(C)n2N)cc1[N+](=O)[O-],-5,-15,-15,0.7,8,-12,11,5,3
COc1ccc(CC(=O)Nc2ccc(C(=O)NC(C)(C)C)cc2)cc1,-2,-7,4,1.6,2,-5,5,9,7
COC(=O)[C@H]1[C@H](C(=O)OC)[C@@H](C(=O)OC)N(c2ccc(OC)cc2)[C@@H]1C(=O)OC,-2,8,4,-0.1,-7,9,-2,-7,2

# No enrichment for hits. Share with any hit: about 4.4%.
